NPY-Y2 antag: blocks the human neuropeptide Y Y2 receptor. NPY-Y2 expressing cells, antagonist mode. inhibition, % at 2.7 µM. 0.99% of 140,000 active. P49146; in the data active = inhibition above about 17%;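 note: 0% = vehicle with agonist challenge and 100% = reference antagonist with challenge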
Target sequence (P49146 whole entry, looked up): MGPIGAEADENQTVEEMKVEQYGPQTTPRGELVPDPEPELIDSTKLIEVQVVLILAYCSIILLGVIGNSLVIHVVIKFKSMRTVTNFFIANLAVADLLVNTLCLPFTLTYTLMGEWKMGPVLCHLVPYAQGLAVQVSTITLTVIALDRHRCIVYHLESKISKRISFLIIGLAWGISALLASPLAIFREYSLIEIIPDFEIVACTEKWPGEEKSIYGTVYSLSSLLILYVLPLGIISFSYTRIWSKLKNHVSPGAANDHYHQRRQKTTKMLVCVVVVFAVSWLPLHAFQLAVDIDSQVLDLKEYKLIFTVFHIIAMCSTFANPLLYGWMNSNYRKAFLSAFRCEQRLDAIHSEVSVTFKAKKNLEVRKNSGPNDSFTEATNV
Phagocyt inh: inhibitors of macrophage phagocytosis; J774A.1 macrophage IgG-bead phagocytosis, imaging; inhibition, % at 5 µM; 0.07% of 110,000 active; AID 1029;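 active = inhibition above the mean of the plate negative controls plus 5 SD, cut at about 13% in these data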;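 note: phagocytic index as fraction of beads internalized from green versus red external bead signal; plate controls were DMSO negative control for no effect and cytochalasin-D positive control for full effect; some results beyond the cut were filed as inactive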
Measles CPE: protection of cells from measles virus | Measles virus-infected cells, CPE protection, absorbance | protection (pct of control), % at 4 µM | 1.5% of 140,000 active | AID 841; in the data active = protection mostly above about 24%, no sharp cut-off; inactive = mostly below about 26%; note: some compounds called inactive have numbers as strong as hits
E-sel TNF inh: TNF alpha driven E-selectin expression inhibition. inhibition, % at 2 µM. 0.71% of 120,000 active. HUVEC TNFa-induced E-selectin immunofluorescence, high content. AID 1246;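 active = inhibition above the batch mean plus 3 SD, and confirmed as a hit on visual image review, cut at about 43% in these data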;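 note: 0% = TNF-stimulated DMSO wells and 100% = unstimulated control wells; not every result past the cut was called active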
GALR2 antag: GALR2 (human) receptor antagonism | AID 828 | GALR2-expressing cells, antagonist mode | O43603 | inhibition, % at 4 µM | 0.39% of 140,000 active; in the data active = inhibition above about 27%;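 note: cells stimulated with galanin 1-16 at roughly its EC80; 0% = agonist challenge control and 100% = basal control without agonist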
Target sequence (O43603 whole entry, looked up): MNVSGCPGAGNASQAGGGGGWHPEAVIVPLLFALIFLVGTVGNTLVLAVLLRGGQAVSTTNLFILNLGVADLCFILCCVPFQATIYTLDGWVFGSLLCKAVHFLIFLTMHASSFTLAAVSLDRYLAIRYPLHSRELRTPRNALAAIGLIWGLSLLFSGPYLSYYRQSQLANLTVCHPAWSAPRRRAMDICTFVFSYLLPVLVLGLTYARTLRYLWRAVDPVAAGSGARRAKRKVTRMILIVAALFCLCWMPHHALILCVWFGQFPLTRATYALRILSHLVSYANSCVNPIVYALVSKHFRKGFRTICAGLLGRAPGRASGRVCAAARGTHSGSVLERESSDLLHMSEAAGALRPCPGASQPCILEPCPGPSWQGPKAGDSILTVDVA
PTEN del growth: suppresses growth of cells with PTEN deletion | HCT116 PTEN-null viability, CellTiter-Glo, 60 h; active compounds read low | viability, % at 10 µM | 1.2% of 140,000 active | AID 827;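 active = viability at or below a set limit, 4 SD under the median of all tested compounds, cut at about 3.7% in these data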;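 note: PTEN knockout HCT116 line with beta catenin targeted HCT116 as companion control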
Yeast lifespan up: extends the lifespan of yeast; 0.68% of 130,000 active; inhibition of the nicotinamide effect, % at 10 µM; S. cerevisiae growth with nicotinamide, OD615; deaD strain in restrictive glucose medium;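 active = inhibition above a set limit, placed 3 SD over the median of all compounds, cut at about 26% in these data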;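 note: 0% = nicotinamide-treated wells and 100% = cells grown without nicotinamide; some compounds called inactive have numbers as strong as hits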
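Test system: DeaD-strain S. cerevisiae / Buffer or medium: restrictive glucose medium / Also added: nicotinamide 1.5 mM / Doses: one concentration, 10 µM, DMSO 0.25% / Schedule: 48 h at 30 °C / Signal: OD615 measurement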
BB579 growth dn: chemicals that inhibit yeast BB579 growth in restrictive medium (lifespan-shortening candidates) | S. cerevisiae BB579 growth, OD615, 48 h | inhibition, % at 10 µM | 0.51% of 140,000 active;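 active = inhibition above a set limit, 3 SD over the mean compound inhibition, cut at about 44% in these data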; note: inactives centre near -24
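Test system: DeaD yeast strain BB579 / Buffer or medium: restrictive glucose-based CSMM-D medium / Doses: single 10 µM dose / Schedule: 4 h cell preincubation, 48 h compound exposure, 30 °C humidified / Technique: culture absorbance at 615 nm / Controls: amphotericin B positive control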
MRP-1 activ: activators of MRP-1. H69AR cells + doxorubicin, viability rescue, CellTiter-Glo. viability increase, % at 10 µM. 0.61% of 140,000 active. AID 799;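 active = viability gain under doxorubicin at or above a set limit, the compound median plus 3 SD, cut at about 4.7% in these data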;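 note: MRP-1 overexpressing cells given doxorubicin 25 µM after compound pretreatment; 18-22 h compound pretreatment then 72 h with doxorubicin before readout; 0% = doxorubicin-only wells and 100% = vehicle-treated cells without doxorubicin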
HCT116 bCat-KO: beta-catenin-lacking colon tumor cell growth suppression | viability, % at 10 µM | HCT116 beta-catenin knockout viability, CellTiter-Glo, 60 h; active compounds read low | 1.5% of 140,000 active;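 active = viability at or under a set limit, the compound median less 4 SD, cut at about 6% in these data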;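 note: 0% = Hyamine 1622 control at 20 µM and 100% = untreated cell control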
* = called active by the depositor; nt = not tested or not shown. This is a random part of the collection, and some 6.3% of all compounds hit somewhere here.

No.	smiles	PTEN del growth	BB579 growth dn	HCT116 bCat-KO	Measles CPE	NPY-Y2 antag	GALR2 antag	MRP-1 activ	Yeast lifespan up	Phagocyt inh	E-sel TNF inh
1	Cc1ccc(C)c(/C(O)=C2\C(=O)C(=O)N(Cc3cccnc3)C2c2cccnc2)c1 (stereo not given)	97	1	102	32	3	-3	-1.3	1	nt	-21
2	CCOCCn1cnc2sc(C(=O)Nc3nc(C)c(C(=O)OCC)s3)c(C)c2c1=O	nt	nt	nt	nt	0	7	nt	nt	0	6
3	Cc1nnc(C)n1/N=C/c1ccccn1	101	-18	102	2	1	-3	-2.1	2	-1	-7
4	COc1ccc(-n2c(COc3ccccc3)nnc2SCc2ccc(C#N)cc2)cc1	53	-75	45	12	6	-10	-1.5	9	nt	-49
5	O=S(=O)(c1cccs1)N1CN(CC2CCCO2)c2nc3ccccc3nc21 (stereo not given)	103	1	83	15	0	10	-0.8	-1	2	-8
6	COc1ccc2[nH]c(=O)c(CN(Cc3cccs3)S(=O)(=O)c3c(C)ccc4nsnc34)cc2c1	15	-29	25	16	3	-12	-2.3	-7	-1	32
7	O=C(Nc1cccc(C(F)(F)F)c1)c1cccnc1N1CCCC1	84	-41	87	7	5	7	-4.0	-7	-5	-8
8	CC(C)COc1ccc(-c2nn(-c3ccccc3)cc2C(=O)Nc2nccs2)cc1	64	-78	69	16	-1	-10	-0.9	13	-2	-20
9	COc1cc2c(cc1OC)CN(C(=O)CSc1nnc3scc(-c4ccccc4)n13)CC2	97	-18	95	4	1	2	-3.0	3	nt	-2
10	COc1cc(C(=O)N2CCC(n3c(C)nc4cc(F)ccc43)CC2)cc(OC)c1OC	93	-28	88	7	0	11	-3.6	nt	nt	7
11	COc1cccc(-c2cc(C(=O)NCc3ccco3)no2)c1	92	4	90	25	12	1	-0.2	-15	0	20
12	CC(Sc1nc(-c2ccc(F)cc2)cs1)C(=O)N1c2ccccc2CC1C (stereo not given)	58	-26	72	7	5	17	-4.5	-1	-12	nt
13	CCOc1ccc(CC(=O)Nc2c(C(N)=O)oc3ccccc23)cc1OCC	96	-18	104	4	-1	6	-3.5	-9	nt	14
14	CC1=C(OC(=O)c2ccccc2)C(C)(C)C(c2ccccc2)OC1=O (stereo not given)	100	-18	91	8	2	-18	-3.2	3	0	nt
15	CCn1c(=O)c(C(=O)NCc2ccccn2)c(O)c2ccccc21	106	-33	91	7	5	3	0.5	-4	0	nt
16	Cc1nc(Cl)c(C(=O)NC(=O)NCc2ccccc2)c(C)c1Cl	84	-57	90	28	5	-4	-0.7	-3	-5	nt
17	O=C(Nc1ccc(F)cc1)N1CCN2C(=O)c3ccccc3C12c1ccccc1 (stereo not given)	103	-39	91	1	2	-5	0.2	-1	-1	29
18	Cc1ccc(OC(=O)c2cccc(C(=O)Oc3ccc(C)cn3)n2)nc1	97	-24	106	19	0	2	-0.2	-9	nt	16
19	O=C(N/N=C\c1ccc(F)cc1)c1cc(OCC(F)(F)F)ccc1OCC(F)(F)F	95	-34	96	37*	2	-11	-0.4	-23	1	-15
20	CCOc1ccc(N(CC(=O)NC(C)(C)C)S(=O)(=O)c2c(C)noc2C)cc1	89	-10	89	9	2	-4	-3.0	-5	0	16

Whole records as entered above. Order of values: PTEN del growth, BB579 growth dn, HCT116 bCat-KO, Measles CPE, NPY-Y2 antag, GALR2 antag, MRP-1 activ, Yeast lifespan up, Phagocyt inh, E-sel TNF inh
CCOc1ccc(CC(=O)Nc2c(C(N)=O)oc3ccccc23)cc1OCC as listed: 96, -18, 104, 4, -1, 6, -3.5, -9, nt, 14
Cc1nc(Cl)c(C(=O)NC(=O)NCc2ccccc2)c(C)c1Cl as listed: 84, -57, 90, 28, 5, -4, -0.7, -3, -5, nt
CCn1c(=O)c(C(=O)NCc2ccccn2)c(O)c2ccccc21 as listed: 106, -33, 91, 7, 5, 3, 0.5, -4, 0, nt
Cc1ccc(C)c(/C(O)=C2\C(=O)C(=O)N(Cc3cccnc3)C2c2cccnc2)c1 (stereo not given) as listed: 97, 1, 102, 32, 3, -3, -1.3, 1, nt, -21

(listing goes on)
No.	smiles	PTEN del growth	BB579 growth dn	HCT116 bCat-KO	Measles CPE	NPY-Y2 antag	GALR2 antag	MRP-1 activ	Yeast lifespan up	Phagocyt inh	E-sel TNF inh
21	O=C(CCSc1ccccc1)NCCN1CCOCC1	108	-62	100	11	3	13	-0.9	-4	-1	-6
22	Cc1ccc(NC(=O)c2cc(N3C(=O)C=CC3=O)ccc2N2CCOCC2)cc1Cl	108	-32	99	6	4	-3	0.1	-1	7	nt
23	Cc1oc(-c2ccccc2F)nc1CS(=O)(=O)CC(=O)N1CCOCC1	105	-56	96	5	0	1	-0.2	-5	0	-9
24	Cc1ccc(C=Nc2ccc(N(C)C)cc2)o1	38	-8	5.4*	7	0	-4	-2.1	-12	-1	nt
25	Cc1ccccc1N1C(=O)N(c2cccc(C(F)(F)F)c2)C2CS(=O)(=O)CC21 (stereo not given)	95	-32	82	6	4	-7	-2.4	-9	0	-15
26	Nc1[nH]c(=S)[nH]c(=O)c1-c1ccccc1	93	12	88	0	0	7	-0.2	0	-1	2
27	COc1cccc(-c2nnc(NC(=O)c3ccc(S(=O)(=O)N4CCOCC4)cc3)o2)c1	14	-43	15	3	0	-3	-4.5	-5	1	13
28	COc1ccc(NC(=O)C2OC3OC(C)(C)OC3C3OC(C)(C)OC23)cc1 (stereo not given)	102	-13	94	11	1	5	0.4	-18	0	9
29	CCOC(=O)C(NC(C)=O)(Nc1ccc(S(=O)(=O)Nc2cc(C)nc(C)n2)cc1)C(F)(F)F (stereo not given)	119	-52	96	8	-1	0	0.3	-5	3	21
30	NC(=O)c1nsc(C(=O)N(CC(=O)NCc2ccc3c(c2)OCO3)C2CCCCC2)c1N	87	-33	96	5	1	-17	-2.7	-11	-1	nt
31	COC(=O)CSc1nnc(-c2ccco2)n1-c1ccc(C)cc1	110	-47	109	8	3	-27	-0.9	-6	-1	-8
32	Cc1cc(C)n2c3c(c(C#N)c2n1)CC(C)(C)OC3	111	-32	111	7	1	12	-0.7	-4	0	nt
33	Cc1c(NC(=O)/C(C#N)=C/c2ccc(-c3ccc(Cl)cc3)o2)c(=O)n(-c2ccccc2)n1C	69	-53	72	2	6	3	1.8	-5	-3	-13
34	Clc1ccccc1-c1nc2ccccc2c2nncn12	91	-28	90	6	5	-3	-3.5	-7	0	19
35	COc1cccc(NC(=O)c2cc(CN3C(=O)c4ccccc4C3=O)ccc2OC)c1	90	-12	93	27	6	10	-1.9	1	-5	-6
36	COc1ccc(C(=O)C(OC(=O)CNC(=O)c2ccco2)c2ccccc2)cc1 (stereo not given)	100	-27	93	53*	2	-11	-2.8	-24	nt	3
37	N#Cc1c(NC(=O)CSc2nnc(-c3ccco3)n2-c2ccccc2)sc2c1CCC2	95	-9	100	17	1	-2	-1.9	-14	1	7
38	O=C(CCn1c(=O)c2ccccc2n(CC(=O)NC2CCCC2)c1=O)NCc1ccco1	119	19	99	8	1	7	-2.7	-30	-1	4
39	Cc1nc2ccccc2c(=O)[nH]1	93	-41	92	2	-1	11	-0.6	-23	-1	-7
40	Cc1nnc2c(Oc3ccccc3)nc3ccccc3n12	92	-3	83	5	0	1	-1.0	-27	nt	-13

Carrying on.
No.	smiles	PTEN del growth	BB579 growth dn	HCT116 bCat-KO	Measles CPE	NPY-Y2 antag	GALR2 antag	MRP-1 activ	Yeast lifespan up	Phagocyt inh	E-sel TNF inh
41	Clc1ccc(-c2nc3ncccn3c2Nc2ccc3c(c2)OCO3)cc1	71	-19	79	27	1	8	-4.3	-2	nt	19
42	Oc1ccc(CNc2ccc(F)cc2)c2cccnc12	10	-43	12	13	3	2	-2.2	-15	-1	-6
43	Clc1ccccc1Nc1ncnc2c1nnn2Cc1ccccc1	109	-40	104	14	0	-2	0.0	-14	3	20
44	COc1ccc(Cl)cc1NC(=O)C1CC(=O)N(c2ccc(F)cc2)C1 (stereo not given)	90	-17	104	7	-1	14	-0.3	-7	-1	-15
45	COc1cccc(-c2nnc(NC(=O)C3CCCCC3)o2)c1	79	-23	77	4	1	16	-2.6	-6	0	-26
46	Nc1ncnc2c1ncn2C1CCC(CO)C(O)C1 (stereo not given)	105	-7	102	7	5	1	-0.7	-7	nt	-31
47	Cc1ccc(OCc2nnc(SCC(=O)N3c4ccccc4Sc4ccc(Cl)cc43)o2)cc1	69	-39	75	17	6	-5	11*	-4	-2	nt
48	COc1ccc(NS(=O)(=O)c2ccc(OC)c(OC)c2)cc1OC	91	-41	89	8	2	13	-1.7	-1	nt	-13
49	Cc1sc2nc3c(SC(C)C(=O)O)cc(C(=O)c4ccccc4O)cn3c(=O)c2c1C (stereo not given)	99	-26	85	9	1	0	-2.4	0	-1	nt
50	O=C(CSc1nc(-c2ccco2)cc(C(F)(F)F)n1)Nc1ccc2c(c1)OCO2	64	-41	68	5	7	-3	-2.6	nt	nt	-7
51	O=C(CN1CCN(c2ccccc2)CC1)Nc1nccs1	84	-31	82	4	1	27	-0.9	-1	0	7
52	O=C(NCc1ccc(Cl)cc1)c1cc2c(nc3sccn32)s1	96	-45	92	2	0	2	-0.6	-11	0	-17
53	O=C(O)CSc1ncnc2nc[nH]c12	97	-16	95	17	5	5	-3.3	-3	-1	nt
54	CNC(=O)COC(=O)c1cc(NC(=O)c2ccco2)c(OC)c(OC)c1	99	-42	86	29	3	-6	-0.5	-18	0	5
55	COc1ccc(OCCCON2C(=O)c3ccccc3C2=O)cc1	114	-33	115	14	4	-18	-0.6	-6	-1	-7
56	CSc1cccc(NC(=O)CCC(=O)O)c1	94	-42	100	13	4	-6	-1.0	3	-2	nt
57	COc1cc(/C=N/NC(=O)CN2CCCCC2)ccc1OCc1ccccc1	96	3	92	34*	3	1	-1.5	-5	nt	-33
58	O=C(Nc1ccon1)C(Sc1ccccc1)c1ccccc1 (stereo not given)	73	-11	88	22	5	2	-1.8	-9	-1	-31
59	COCCCNC(=S)NNC(=O)Cn1nc(C)c(Br)c1C	101	-39	89	18	0	-26	-3.0	5	-5	41

Exported in transposed form: 3 of the compounds above.
[56] CSc1cccc(NC(=O)CCC(=O)O)c1
[51] O=C(CN1CCN(c2ccccc2)CC1)Nc1nccs1
[48] COc1ccc(NS(=O)(=O)c2ccc(OC)c(OC)c2)cc1OC

Assay by compound,56,51,48
PTEN del growth,94,84,91
BB579 growth dn,-42,-31,-41
HCT116 bCat-KO,100,82,89
Measles CPE,13,4,8
NPY-Y2 antag,4,1,2
GALR2 antag,-6,27,13
MRP-1 activ,-1.0,-0.9,-1.7
Yeast lifespan up,3,-1,-1
Phagocyt inh,-2,0,nt
E-sel TNF inh,nt,7,-13

Screening results (PubChem)
